# STEP inh = STEP phosphatase inhibitors, primary screen, biochemical, fluorescence intensity, uHTS; recombinant STEP, OMFP fluorogenic substrate; inhibition, % at 20 µM; 360,000 tested, 0.25% active;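 active means inhibition at 20 µM, scaled per plate between control wells, above about 37%, limit read from the data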;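 further: 0% = DMSO with enzyme and substrate and 100% = substrate only without enzyme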
# Target sequence (P54829 whole entry, looked up): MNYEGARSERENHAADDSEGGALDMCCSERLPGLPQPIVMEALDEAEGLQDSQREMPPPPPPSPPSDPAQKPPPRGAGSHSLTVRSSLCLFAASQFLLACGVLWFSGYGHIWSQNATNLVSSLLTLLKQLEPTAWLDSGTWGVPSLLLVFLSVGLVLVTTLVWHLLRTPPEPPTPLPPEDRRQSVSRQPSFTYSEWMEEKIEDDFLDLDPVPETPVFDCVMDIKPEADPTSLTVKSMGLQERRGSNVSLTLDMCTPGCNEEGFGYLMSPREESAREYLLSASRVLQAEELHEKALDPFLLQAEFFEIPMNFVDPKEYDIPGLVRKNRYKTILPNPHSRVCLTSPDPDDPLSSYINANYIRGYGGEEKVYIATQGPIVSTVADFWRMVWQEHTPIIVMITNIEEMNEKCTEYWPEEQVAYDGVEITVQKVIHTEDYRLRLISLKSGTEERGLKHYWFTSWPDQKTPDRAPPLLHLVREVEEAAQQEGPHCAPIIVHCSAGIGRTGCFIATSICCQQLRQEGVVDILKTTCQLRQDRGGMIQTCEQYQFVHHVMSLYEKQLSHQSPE
#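 material = STEP tyrosine phosphatase | reagent = fluorogenic phosphatase substrate OMFP at 25 µM final | doses = single compound dose of 20 µM, 1% DMSO final | schedule = 20 min reaction, room temperature, in the dark | measured by = fluorescence, 480/540 nm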
# Scp-1 inhibitor = Scp-1 phosphatase inhibitors, primary screen, biochemical, colorimetric, uHTS; Recombinant Scp1, phosphopeptide, malachite green phosphate absorbance; inhibition, % at 20 µM; 340,000 tested, 0.88% active; Carboxy-terminal domain RNA polymerase II polypeptide A small phosphatase 1 (Homo …;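 active means inhibition above about 50% at 20 µM, limit read from the data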;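 further: plate controls were DMSO wells with enzyme for no effect and wells lacking enzyme for full effect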
# Target sequence (Q9GZU7 76-261 limits assumed): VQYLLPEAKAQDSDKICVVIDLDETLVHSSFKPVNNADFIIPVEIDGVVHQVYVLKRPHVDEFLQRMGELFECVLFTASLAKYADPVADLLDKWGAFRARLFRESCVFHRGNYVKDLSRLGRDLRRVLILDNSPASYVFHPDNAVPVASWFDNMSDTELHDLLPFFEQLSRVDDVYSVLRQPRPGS
#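 System: truncated SCP-1 phosphatase (76-261aa); medium: Tris acetate buffer pH 5.5 with MgCl2 and Tween-20; incubation: 45 min room-temperature reaction, 5 min colour, 30 min stabiliser; compound: single 20 µM dose, 1% DMSO; reagent: Phosphorylated 17-residue peptide substrate; read-out: % inhibition at 20 µM; technique: colorimetric free-phosphate detection, absorbance 630 nm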
# NadD inh = inhibitors of S. aureus NadD, primary screen, biochemical, colorimetric, uHTS; Nicotinate-nucleotide adenylyltransferase NadD (Staphylococcus aureus N315); purified NadD enzyme, colorimetric absorbance read-out; inhibition, % at 20 µM; 360,000 tested, 0.78% active; AID 602399, 2012; in the data active means inhibition above about 26%; further: some compounds past the cut are filed as inactive
# LMPTP inh = LMPTP phosphatase inhibitors, primary screen, biochemical, fluorescence intensity, uHTS; Low molecular weight phosphotyrosine protein phosphatase (Homo sapiens), P24666; recombinant LMPTP-A, OMFP fluorogenic substrate; inhibition, % at 20 µM; 360,000 tested, 0.22% active;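 active means compounds that cut the enzyme signal by at least half of the control window in the single-dose screen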;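 further: plate controls were DMSO wells with enzyme plus substrate for no effect and substrate without enzyme for full effect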
# Target sequence (P24666 whole entry, looked up): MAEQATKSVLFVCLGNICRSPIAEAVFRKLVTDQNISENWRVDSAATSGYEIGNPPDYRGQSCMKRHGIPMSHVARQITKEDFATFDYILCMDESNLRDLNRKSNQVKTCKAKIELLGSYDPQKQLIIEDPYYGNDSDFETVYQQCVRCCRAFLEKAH
#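 Assay system: LMPTP-A, protein tyrosine phosphatase of low molecular weight / Medium: pH 6.0 Bis-Tris buffer with DTT and Triton X-100 / Schedule: 50 min enzyme reaction at room temperature, protected from light / Measured by: endpoint fluorescence intensity from OMFP dephosphorylation / Read-out basis: % inhibition relative to no-enzyme and uninhibited control wells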
# SKN-1 block = suppressors of acrylamide-induced Pgst-4::GFP reporter in worms, primary screen, SKN-1 inhibitor project, whole organism, uHTS, GFP/RFP fluorescence ratio, strain VP596; C. elegans VP596 Pgst-4::GFP/RFP ratio, 24 h; 360,000 tested, 0.49% active; inhibition, % at 21.8 µM;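 active means interference check ratio from 0.5 to 1.5 plus GFP to RFP signal ratio inhibition reaching or exceeding a fixed threshold, cut at about 30% in these data, passing the limit was not always enough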; further: some compounds called inactive have numbers as strong as hits
# NRP1-CendR mod = modulators of CendR peptide binding to NRP-1, primary screen, biochemical, fluorescence polarization, uHTS. inhibition, % at 25 µM. 360,000 tested, 0.85% active. Neuropilin-1 (Homo sapiens), O14786. FAM-RPARPAR peptide binding to NRP-1. AID 602438, 2012;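 active means inhibition or corrected inhibition above about 18%, plus a signal ratio from 0.5 to 1.5, limit read from the data, passing the limit was not always enough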; further: strong numbers were not always called active
# DNMT1 inh = human DNMT1 methyltransferase inhibitors, primary screen, biochemical, molecular beacon, fluorescence, HinP1I cleavage, uHTS | DNA (cytosine-5)-methyltransferase 1 (Homo sapiens), P26358 | 360,000 tested, 0.83% active | AID 588458, 2011 | inhibition (reported as % activation of signal), % at 10 µM; in the data active means inhibition above about 50%
# Neddyl block = inhibitors of cullin neddylation, primary screen, biochemical, TR-FRET, uHTS, NAE and Ubc12 | NEDD8-conjugating enzyme Ubc12 (Homo sapiens) + NEDD8-activating enzyme E1 regulatory … | calls only at 25 µM | 360,000 tested, 0.58% active | AID 651699, 2012; in the data active means inhibition above about 36%
# SUMO1 PPI mod = modulators of SUMO1 protein-protein interactions, primary screen, biochemical, uHTS. Small ubiquitin-related modifier 1 (Homo sapiens), P63165. inhibition, % at 20 µM. AID 602429, 2012. SUMO1 binding to a labelled peptide, TR-FRET, 1 h. 360,000 tested, 0.33% active; in the data active means inhibition above about 37%
# Target sequence (P63165 whole entry, looked up): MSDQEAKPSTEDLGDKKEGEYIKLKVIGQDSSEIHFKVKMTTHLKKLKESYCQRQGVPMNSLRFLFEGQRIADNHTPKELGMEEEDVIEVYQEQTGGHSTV
# TbMetRS inhib = T. brucei MetRS inhibitors, primary screen, biochemical, luminescence | inhibition, % at 11.9 µM | methionyl-tRNA synthetase (Trypanosoma brucei brucei) | AID 624268, 2012 | purified T. brucei MetRS, ATP depletion, Kinase-Glo luminescence | 360,000 tested, 0.4% active;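 active means inhibition above a per-plate cutoff of the control wells' mean inhibition plus 3 SD, cut at about 5.5% in these data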;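 further: 0% = DMSO wells median and 100% = median of wells with control inhibitor compound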
#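 Test system – parasite MetRS enzyme · Reagent – substrates ATP, L-methionine and bulk Escherichia coli tRNA · Doses – 11.9 µM compound single dose, 0.9% DMSO · Times – 15 min enzyme-compound preincubation, 2 h reaction, 10 min detection, 25 °C · Signal – Kinase-Glo luminescence, ATP depletion format · Controls – DMSO-only wells as low control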
# * = called active by the depositor; i = inactive; x = not tested or not shown.
mol	STEP inh	Scp-1 inhibitor	NadD inh	LMPTP inh	SKN-1 block	NRP1-CendR mod	DNMT1 inh	Neddyl block	SUMO1 PPI mod	TbMetRS inhib
COc1ccc(S(=O)(=O)N2CCC(C(=O)NCc3ccccn3)CC2)cc1Cl	2	-3	9	-2.8	2	3	-1	i	-1	-0.2
Cc1ccc(CSCc2nnc(SCC(=O)N3CCN(c4ccccc4)CC3)n2C)cc1	1	6	-1	-0.5	10	0	-2	i	-3	-1.4
COc1ccc(S(=O)(=O)Nc2nnc(C)s2)cc1	1	-5	-1	-1.1	-3	-14	1	i	3	0.2
OC(COCc1cccs1)CN1CCN(c2cccc(Cl)c2)CC1 (stereo not drawn)	6	-7	-9	-1.0	-7	-10	0	i	-1	-1.4
Cc1ccc(CCNC(=O)c2nnn(-c3cc(C)cc(C)c3)c2N)cc1	-1	0	-8	-0.3	-1	3	1	i	0	-2.7
Cn1c(=O)n(CCCOc2ccc(Cl)cc2)c2ccccc21	0	-7	-1	2.0	29	-7	-2	i	4	0.7
Cn1nc([N+](=O)[O-])nc1S(C)(=O)=O	29	30	5	1.2	-24	-4	4	i	-12	0.6
O=C(CCNc1ccc(Cc2ccncc2)cc1)c1cccc([N+](=O)[O-])c1	0	15	-3	3.5	-19	0	1	i	-19	0.6
COc1cc(C(=O)OCC(=O)NC2CCCCCC2)ccc1OCC(C)C	1	-3	-3	-1.0	3	0	4	i	-1	-0.3
Cc1ccc(CN2CCN(c3cccc4[nH]ccc34)CC2)cc1	6	-4	-5	-0.3	9	-12	-3	i	4	-1.0
CCOC(=O)C1(CCCc2ccccc2)CCN(C(=O)Cn2nc(C)nc2C)CC1	2	-1	-6	1.3	-18	-6	0	i	3	0.1
Cc1c(Cl)c(C(=O)NNC(=S)Nc2ccc(F)cc2)nn1C	2	-7	0	-1.3	-7	-1	0	i	2	0.0
CCOC(=O)C1(CCOc2ccccc2)CCN(Cc2cccn2-c2ncccn2)CC1	2	10	4	0.4	3	6	0	i	2	0.0
COc1cccc(-c2cnc3c(NC=O)cc(-c4ccccc4Oc4ccccc4)cn23)c1	0	x	20	3.7	7	-26	-1	i	2	-0.3
CCCC(c1nnnn1Cc1ccccc1)N1CCC(C(N)=O)CC1 (stereo not drawn)	-2	-7	2	-0.7	-11	14	5	i	-3	-1.7
Clc1cccc(CN2C3=NCCCN3c3ccccc32)c1	-2	-7	-1	0.7	9	0	2	i	4	1.7
CCOC(=O)c1cc2ccccc2nc1C	1	0	1	-0.2	3	-8	3	i	1	-0.3
CCC(C)NC(=O)C1CCCCN1S(=O)(=O)c1ccc(F)cc1 (stereo not drawn)	-1	-3	-2	-1.3	11	4	-5	i	-2	-1.5
O=C(OCC(=O)c1ccc[nH]1)C1=COCCO1	1	23	5	12	23	4	18	i	3	-0.2
CCOc1ccccc1NC(=O)CN1C(=O)COc2ccc(C)cc21	1	-6	1	-0.9	-17	7	4	i	3	1.4
COC(=O)c1ccccc1NC(=O)NCCc1ccc(OC)c(OC)c1	-4	-9	2	-0.2	-4	13	1	i	0	-0.6
CCC(=O)Nc1c(C)nn(-c2ccc(C)c(C)c2)c1C	-2	1	2	-2.7	-6	4	2	i	-2	-1.2
Cc1ccc(-c2cc(C(=O)NCc3ccco3)no2)cc1	0	0	-1	-2.0	1	-2	0	i	2	-0.4
COc1cccc(N2CCN(C(=O)c3cccc(N4C(=O)NC5CC4(C)Oc4c(OC)cccc45)c3)CC2)c1 (stereo not drawn)	0	1	5	-1.6	-3	-87	27	i	-3	-0.1

# Random excerpt: 5 entries already listed.
mol	STEP inh	Scp-1 inhibitor	NadD inh	LMPTP inh	SKN-1 block	NRP1-CendR mod	DNMT1 inh	Neddyl block	SUMO1 PPI mod	TbMetRS inhib
CCOC(=O)C1(CCOc2ccccc2)CCN(Cc2cccn2-c2ncccn2)CC1	2	10	4	0.4	3	6	0	i	2	0.0
CCOC(=O)c1cc2ccccc2nc1C	1	0	1	-0.2	3	-8	3	i	1	-0.3
Cc1ccc(-c2cc(C(=O)NCc3ccco3)no2)cc1	0	0	-1	-2.0	1	-2	0	i	2	-0.4
CCC(C)NC(=O)C1CCCCN1S(=O)(=O)c1ccc(F)cc1 (stereo not drawn)	-1	-3	-2	-1.3	11	4	-5	i	-2	-1.5
CCC(=O)Nc1c(C)nn(-c2ccc(C)c(C)c2)c1C	-2	1	2	-2.7	-6	4	2	i	-2	-1.2

# Next part:
# Results follow in this order: STEP inh | Scp-1 inhibitor | NadD inh | LMPTP inh | SKN-1 block | NRP1-CendR mod | DNMT1 inh | Neddyl block | SUMO1 PPI mod | TbMetRS inhib
> Cc1ccc2nc(CN(C)C(=O)[C@H]3O[C@@H](n4ccc(=O)[nH]c4=O)[C@H](O)[C@@H]3O)[nH]c2c1
→ -3 | x | -2 | -1.6 | 11 | 9 | 4 | i | 3 | -0.8
> CN1/C(=C\C=C(/C#N)C(=O)Nc2ccc(Cl)cc2)C(C)(C)c2ccccc21
→ -2 | -11 | 6 | 0.0 | -7 | -153 | 31 | i | -1 | -0.2
> CCNC(=S)Nc1cccc(Cl)c1C
→ -2 | -7 | 1 | -0.1 | -6 | 2 | 0 | i | -1 | -0.2
> CCN(CC)CC1C(=O)N(c2ccc(OC)cc2)C1c1ccccc1 (stereo not drawn)
→ 0 | -6 | -12 | 0.5 | 3 | 1 | -1 | i | -1 | -0.7
> Cn1ccnc1SCc1ccc(Cl)cc1Cl
→ 2 | -4 | 8 | -1.2 | 2 | 9 | 0 | i | 3 | 0.1
> Cc1cc(C(=O)Nn2c(-c3ccc(Br)cc3)nc3ccccc3c2=O)ccc1[N+](=O)[O-]
→ 0 | -11 | 0 | 2.2 | 13 | 1 | -4 | i | -7 | 5.5
> O=C1c2cccc(-c3ccc(C(F)(F)F)cc3)c2C2CC=CCN12 (stereo not drawn)
→ -3 | x | -6 | 1.1 | 3 | 3 | 6 | i | 3 | 0.0
> Cc1ccc(C(=O)NCCCNC(=O)Cc2ccc(Cl)cc2)cn1
→ 0 | -1 | 0 | -0.6 | -9 | -2 | 1 | i | 4 | -0.3
> Cc1ccnc(NC(=O)CCCc2ccccc2)c1
→ -2 | -5 | 2 | -1.0 | 11 | 0 | 4 | i | -1 | -0.5
> O=C(CN1C(=O)c2ccccc2S1(=O)=O)NCc1c(F)cccc1F
→ -3 | 16 | -5 | 0.4 | 2 | 8 | 0 | i | 3 | -0.1
> Cc1ccc(CNC(=O)c2cnccn2)cc1
→ 1 | -4 | 0 | 0.4 | -5 | 8 | -1 | i | -3 | 0.3
> COc1ccc2[nH]c(=O)c(CN(Cc3cccs3)C(=S)NCC3CCCO3)cc2c1 (stereo not drawn)
→ 1 | -6 | -8 | 0.9 | 2 | 10 | -2 | i | 9 | -2.3
> Cc1ccc2c(c1)cc(C)c1nnc(SCC(=O)NCc3ccco3)n12
→ -3 | 21 | 5 | 0.9 | 9 | -3 | 7 | i | 1 | -0.4
> CCCCN(CC)CCCNC(=O)c1ccc2c(c1)N(CC)C(=O)c1ccccc1S2(=O)=O
→ -5 | -5 | -8 | -5.2 | 14 | 10 | -5 | i | -9 | -0.4
> COc1cccc2sc(Nc3nnc(-c4cccs4)o3)nc12
→ -1 | 3 | 4 | 1.6 | 23 | -6 | 9 | x | 1 | -1.0
> CC(C)=CCC/C(C)=C/CN(CC(C)O)CC(C)O (stereo not drawn)
→ 0 | -4 | 5 | -1.6 | -12 | 12 | 1 | i | -1 | -0.1
> Cc1cc(C)n(-c2nncn2/N=C/c2ccccc2F)n1
→ 3 | -5 | -1 | 0.6 | 6 | -16 | 0 | i | 1 | -0.1
> O=C(CN1CCN(S(=O)(=O)c2ccc(F)cc2)CC1)NCc1cccs1
→ 3 | -8 | 0 | -9.6 | 9 | 0 | -2 | i | -26 | -0.2
> C=CCc1cccc(/C=N/c2nc3ccccc3n2CC)c1O
→ 2 | -8 | -2 | 4.0 | -5 | 13 | -2 | i | -2 | 4.2
> COc1ccc(-c2nn(-c3ccccc3)cc2C#N)cc1
→ 0 | -16 | -6 | 1.6 | -30 | -1 | -4 | i | 0 | -1.9
> CN(C)S(=O)(=O)N1CCN(C(=O)c2ccccc2Cl)CC1
→ -2 | -3 | 0 | -0.8 | 7 | 8 | 2 | i | 1 | 0.1
> CCCCC(=O)N/N=C/c1cc([N+](=O)[O-])ccc1N1CCOCC1
→ 2 | 0 | 2 | -0.6 | 7 | 2 | 8 | i | -22 | -0.9
> Cc1cccc(N2CC(C(=O)Nc3ccccc3N3CCOCC3)CC2=O)c1C (stereo not drawn)
→ -2 | -3 | 1 | 1.0 | 12 | -5 | -2 | i | -4 | 0.0
> CN(C)Cc1nc2c([nH]1)c(=O)n(C)c(=O)n2C
→ -2 | -6 | 1 | -2.3 | 3 | 8 | 0 | i | 3 | -0.3
> COc1cc(NC(=O)CCNS(=O)(=O)c2cc(Br)cnc2N)cc(OC)c1
→ 0 | 1 | 2 | -0.7 | 5 | 8 | -2 | i | 1 | 0.0
> COc1cc(C(c2nnnn2C(C)(C)C)N2CCN(c3nc4ccccc4s3)CC2)ccc1O (stereo not drawn)
→ -7 | -2 | 6 | 2.9 | 1 | -1 | -3 | i | 0 | 0.1
> CC(C)[C@H](NC(=O)c1ccccc1)C(=O)OCC(=O)N1CC(=O)Nc2ccccc21
→ 2 | -1 | -1 | -1.5 | 0 | -7 | 2 | i | -2 | -0.3
